# GRK2 aptamer HTS: blocks RNA aptamer binding to human GRK2. P25098. bead flow cytometry, FAM-aptamer displacement from GRK2. inhibition of aptamer binding, % at 10 µM. 330,000 tested, 0.59% active. AID 488847;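 active = inhibition of aptamer binding above 40%, roughly 3 SD of noise, on plates passing a quality check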;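 note: median bead fluorescence of bound FAM aptamer so fluorescent compounds give negative values; no value below 0 was filed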
# CR mimetic SO: yeast age-related superoxide inhibition as caloric restriction mimetic. superoxide response (% of plate mean), % at 10 µM. S. cerevisiae aged cells, superoxide DHE fluorescence; stronger effect = lower value. 330,000 tested, 0.18% active;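 active = superoxide response under a set limit, about three screen SD below normal, cut at about 65% in these data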;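 note: yeast aged for seven days with compound at 30 °C before DHE staining; 100% = average MFI of all compound-treated wells on the plate with controls excluded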
# MEP2 TOR yeast: modulators of TOR pathway MEP2-GFP in S. cerevisiae; S. cerevisiae MEP2-GFP strain, flow cytometry GFP, 3 h; 100% = DMSO control level; GFP response vs DMSO, % at 10 µM; 330,000 tested, 0.51% active;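 active = GFP response versus DMSO above a set limit, roughly screen mean plus 3 SD, cut at about 180% in these data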;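 note: median GFP fluorescence of the barcode-gated MEP2-GFP cells per well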
# AGP1 TOR yeast: alters AGP1-GFP fluorescence in TOR pathway yeast screen; S. cerevisiae AGP1-GFP multiplex flow cytometry, 3 h; GFP as percent of DMSO wells; GFP response vs DMSO, % at 10 µM; 320,000 tested, 0.02% active; AID 2066;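 active = GFP response relative to DMSO above a set limit, near screen average plus 3 SD, cut at about 150% in these data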;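 note: median GFP channel fluorescence of the gated AGP1 strain per well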
# RPL19A TOR yeast: alters RPL19A-GFP fluorescence in TOR pathway yeast screen. S. cerevisiae RPL19A-GFP strain, flow cytometry, 3 h; stronger effect = lower value. percent response vs DMSO, % at 10 µM. 330,000 tested, 0.3% active. AID 2025;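 active = percent response vs DMSO below 50%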;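 note: median channel GFP fluorescence of the barcoded RPL19A-GFP strain; ratio of sample median GFP to plate DMSO average so 100% = DMSO; lower means less RPL19A-GFP as with rapamycin TOR inhibition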
# CIT2 TOR yeast: alters CIT2-GFP fluorescence in TOR pathway yeast screen | S. cerevisiae CIT2-GFP strain, flow cytometry, 3 h; 100 means same as DMSO wells | GFP response vs DMSO, % at 10 µM | 320,000 tested, 0.065% active | AID 2029;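 active = GFP response relative to DMSO above a set limit, near the screen mean plus 3 SD, cut at about 150% in these data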;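 note: ratio of well median GFP fluorescence to mean of DMSO wells on the plate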
# VLA-4 inh: inhibition in a human VLA-4 binding assay. inhibition, % (about 7 µM as worked out from the volumes in the protocol). 330,000 tested, 0.2% active. P13612. VLA-4 expressing cells, ligand binding flow cytometry. AID 2557; in the data active = inhibition above about 50%
# Target sequence (P13612 whole entry, looked up): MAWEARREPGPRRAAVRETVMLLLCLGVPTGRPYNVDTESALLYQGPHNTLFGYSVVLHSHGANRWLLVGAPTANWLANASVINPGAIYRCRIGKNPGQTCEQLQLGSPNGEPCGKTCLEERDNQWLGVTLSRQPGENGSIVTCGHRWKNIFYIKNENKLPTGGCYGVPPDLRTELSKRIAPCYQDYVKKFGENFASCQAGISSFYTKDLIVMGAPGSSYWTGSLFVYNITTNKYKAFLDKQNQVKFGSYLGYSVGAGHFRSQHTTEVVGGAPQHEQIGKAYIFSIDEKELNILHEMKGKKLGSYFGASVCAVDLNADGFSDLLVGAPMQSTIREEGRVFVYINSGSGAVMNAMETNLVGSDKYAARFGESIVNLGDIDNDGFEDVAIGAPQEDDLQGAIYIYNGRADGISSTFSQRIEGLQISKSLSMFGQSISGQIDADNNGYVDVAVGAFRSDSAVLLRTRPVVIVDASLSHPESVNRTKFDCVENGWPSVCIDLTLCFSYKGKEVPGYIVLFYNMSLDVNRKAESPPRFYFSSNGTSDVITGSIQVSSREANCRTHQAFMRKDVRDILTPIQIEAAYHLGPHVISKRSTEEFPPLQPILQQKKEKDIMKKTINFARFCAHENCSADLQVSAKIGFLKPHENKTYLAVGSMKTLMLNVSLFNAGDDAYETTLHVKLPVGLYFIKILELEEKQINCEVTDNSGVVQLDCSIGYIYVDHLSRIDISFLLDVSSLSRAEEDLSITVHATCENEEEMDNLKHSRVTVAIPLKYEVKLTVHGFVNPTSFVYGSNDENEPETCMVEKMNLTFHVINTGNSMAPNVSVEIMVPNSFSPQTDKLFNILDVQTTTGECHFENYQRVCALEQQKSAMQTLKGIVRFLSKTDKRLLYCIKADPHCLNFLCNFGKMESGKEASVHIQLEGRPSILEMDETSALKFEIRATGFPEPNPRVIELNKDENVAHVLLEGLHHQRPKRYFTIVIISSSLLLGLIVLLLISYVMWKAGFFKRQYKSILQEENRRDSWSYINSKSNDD
# LAP4-GFP MLPCN: yeast TOR pathway LAP4-GFP modulation | S. cerevisiae LAP4-GFP multiplex, flow cytometry GFP, 3 h; median GFP as percent of DMSO wells | GFP response vs DMSO, % at 10 µM | 320,000 tested, 0.34% active | AID 2023;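 active = GFP response vs DMSO above a set limit, about the screen mean plus 3 SD, cut at about 150% in these data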
# * marks the source's active call; other numbers are inactive results; . = not tested or not shown.
SMILES,GRK2 aptamer HTS,CR mimetic SO,MEP2 TOR yeast,AGP1 TOR yeast,RPL19A TOR yeast,CIT2 TOR yeast,VLA-4 inh,LAP4-GFP MLPCN
CC1CCCCN1C(=O)COC(=O)Cc1c[nH]c2ccccc12 (stereo unspecified),5,96,106,99,97,102,13,97
CCCn1c(SCC(=O)Nc2ccc(C)c(S(=O)(=O)N3CCOCC3)c2)n[nH]c1=O,1,106,95,97,99,99,-7,88
OC(COc1c(F)cc(Br)cc1F)CN1CCOCC1 (stereo unspecified),1,94,103,96,101,102,10,90
COCCNC(=O)CN1C(=O)NC(c2ccccc2)(c2ccccc2)C1=O,0,104,100,102,105,97,2,96
O=C(COc1ccc(Cl)cc1)NCc1nnc(SCC(=O)N2CCCC2)o1,0,119,112,106,109,103,3,92
Cc1cccc(C(=O)NCC(=O)OCC(=O)N(C)CC(=O)Nc2ccc(F)cc2)c1,0,96,98,111,97,85,5,107
COc1ccc(S(=O)(=O)N(C)c2ccc(C(=O)N3CCCC3)cc2)cc1OC,3,112,101,97,95,98,-1,94
Cc1ccc(N=N/C(=C\O)C(=O)c2ccc(Cl)cc2)cc1,1,112,113,100,111,102,8,102
CC(C(=O)Nc1ccccc1-c1ccccc1)N(C)Cc1nc2ccccc2c(=O)[nH]1 (stereo unspecified),3,114,98,103,98,106,8,105
COc1cc(OC)cc(-c2c(C#Cc3ccsc3)c3cc(-c4ccc5c(c4)OCO5)ccc3n2C)c1,2,95,96,97,94,102,-3,100
O=C(CN(CC1CCCO1)C(=O)CNS(=O)(=O)c1ccc(F)cc1)NCc1ccc(F)cc1 (stereo unspecified),0,98,104,98,95,96,4,91
Cc1cc(NC(=O)CN2CCCCC2)no1,13,106,100,102,99,97,0,101
COc1ccccc1CNC(=O)COC(=O)c1cccc(S(=O)(=O)N2CCOCC2)c1,0,93,106,110,104,110,26,103
COc1cccc(OC)c1C(=O)Nc1cccnc1,0,97,94,96,93,95,1,89
CCOC(=O)C(C)Sc1nc(N2CCOCC2)c2c(c1C#N)CC(C)(C)OC2 (stereo unspecified),1,108,100,108,102,97,-5,107
CC1(C)Cc2c(c(=S)nc(-c3ccccc3)n2Cc2cccnc2)CO1,2,95,99,102,95,95,-1,104
COc1ccccc1CC(=O)O/N=C(\N)c1cccc([N+](=O)[O-])c1,1,96,95,100,101,101,-4,99
Cc1nc2ccccc2c2c1C(=O)N(C1CCCCCCC1)C2=O,4,99,96,103,100,102,18,102
COc1cccc(C(=O)OCC(=O)NC(C)CCc2ccccc2)c1O (stereo unspecified),1,100,108,95,100,97,18,102
CCOC(=O)Cc1nnc(Nc2ccc(C)cc2C)c2ccccc12,0,92,99,100,99,102,17,92
CCOC(=O)N1CCN(C(=O)c2ccccc2CCc2ccccc2)CC1,1,107,92,96,90,102,8,91
O=C(COC(=O)Cc1ccc(S(=O)(=O)N2CCOCC2)s1)Nc1ccc(F)cc1F,2,105,83,84,84,81,-9,85
Cc1cccn2c(=O)nc(SCC(=O)NC3CCCC3)nc12,3,97,102,113,103,105,4,100
CCCCc1nnc(NC(=O)CCS(=O)(=O)c2ccc(C)cc2)s1,1,99,95,93,92,95,16,95
N#Cc1ccc(CSc2nnc(-c3ccncc3)n2CCc2ccccc2)cc1,3,84,99,106,105,106,-9,101

# Shown with values under each structure: entries from further up
# Sequence of screens – GRK2 aptamer HTS, CR mimetic SO, MEP2 TOR yeast, AGP1 TOR yeast, RPL19A TOR yeast, CIT2 TOR yeast, VLA-4 inh, LAP4-GFP MLPCN
> O=C(CN(CC1CCCO1)C(=O)CNS(=O)(=O)c1ccc(F)cc1)NCc1ccc(F)cc1 (stereo unspecified)
→ 0, 98, 104, 98, 95, 96, 4, 91
> Cc1cc(NC(=O)CN2CCCCC2)no1
→ 13, 106, 100, 102, 99, 97, 0, 101

# Next results
SMILES,GRK2 aptamer HTS,CR mimetic SO,MEP2 TOR yeast,AGP1 TOR yeast,RPL19A TOR yeast,CIT2 TOR yeast,VLA-4 inh,LAP4-GFP MLPCN
COc1ccccc1/C=N/n1c(C)nnc1-n1nc(C)cc1C,2,83,103,101,98,98,-1,99
CCc1cccc(C)c1NC(=O)c1ccc2nc(N3CCOCC3)sc2c1,0,113,104,107,102,106,50*,101
CC(Oc1ccccc1)C(=O)OCC(=O)NC(=O)NC1CCCCC1 (stereo unspecified),0,93,100,99,95,94,5,92
COc1ccc(-c2nc3ccccc3c(=O)n2CCOc2cc(C)ccc2C)cc1,1,97,101,98,104,97,0,94
CC1CN(S(=O)(=O)c2cccc(C(=O)OCC(=O)c3cccs3)c2)CC(C)O1 (stereo unspecified),5,99,97,99,89,104,-16,85
Cc1cccc(C)c1NC(=S)NNc1ncc(C(F)(F)F)cc1Cl,48*,103,91,95,94,.,4,84
CCOC(=O)c1ccc(N2C(=O)C(O)=C(C(C)=O)C2c2ccccc2)cc1 (stereo unspecified),2,101,114,.,103,105,-26,116
CSc1ccc(CNc2ccc(C)c(C)c2)cc1,9,122,102,94,95,102,9,104
CCC(C)Sc1ccc([C@H]2N[C@@](C)(C(=O)OC)[C@H]3C(=O)N(CC)C(=O)[C@@H]23)cc1 (stereo partly specified),2,101,98,89,102,75,11,130
O=C(Nc1cccc(S(=O)(=O)NC2=NCCC2)c1)c1cc(-c2ccco2)nc2ccccc12,0,119,98,108,97,104,0,103
CCN1CCc2c(sc(NC(=O)c3ccc(S(=O)(=O)N(C)c4ccccc4)cc3)c2C(=O)NC)C1,2,91,105,114,100,105,-142,131
COc1ccc(C)cc1NC(=O)NCc1ccc(F)cc1,0,101,105,99,102,101,40,102
CCSc1c(C(=O)NC)ccc2c1C(=O)c1ccccc1C2=O,0,144,82,93,97,95,-2,118
CCOC1=NC(C(=O)O)c2ccccc2/C(=C(/C)Cl)N1 (stereo unspecified),2,115,123,108,111,110,5,112
Cc1cc(=O)n2[nH]c(SCc3ccccc3)nc2n1,4,109,92,91,89,91,19,89
COc1ccc(Cl)cc1N=Cc1c(O)cc(C)oc1=O,0,84,109,121,107,112,-34,103
Cc1ccc(S(=O)(=O)NCC(=O)OCC(=O)NC(=O)c2cccn2C)cc1,2,103,100,89,97,87,-2,93
COc1ccc(C(=O)N(C)Cc2ccc(C)o2)cc1OC1CCN(C(C)=O)CC1,1,119,105,98,103,101,-4,103
Cc1ccc(-n2c(N)c(C(=O)N3CCOCC3)sc2=S)c(C)c1,0,105,101,107,102,95,1,100
O=C(CSc1ccc2nnc(-c3cccnc3)n2n1)N1CCOCC1,4,114,103,109,104,102,28,103
O=c1[nH]c2ccccc2nc1Cc1ccc(Cl)cc1,0,112,107,100,103,92,-9,100
COc1ccc(CNC(=O)C(C)N2C(=O)COc3ccc(C)cc32)c(OC)c1 (stereo unspecified),2,89,93,95,92,90,5,95
Cc1[nH]c2ccccc2c1C(=O)CSC(=S)N1CCCCC1,1,110,100,96,99,94,17,100
CC(=O)OCC#CCSc1nc2ccccc2n1C,2,113,100,104,94,92,2,103
O=c1c2ccccc2nc(COc2ccccc2)n1/N=C/c1ccc(O)c(O)c1,2,90,109,100,96,93,-10,108

# Entries above printed as active in VLA-4 inh.
Compound | GRK2 aptamer HTS | MEP2 TOR yeast | AGP1 TOR yeast | RPL19A TOR yeast | CIT2 TOR yeast | VLA-4 inh | LAP4-GFP MLPCN
CCc1cccc(C)c1NC(=O)c1ccc2nc(N3CCOCC3)sc2c1 | 0 | 104 | 107 | 102 | 106 | 50* | 101

# (more compounds)
SMILES,GRK2 aptamer HTS,CR mimetic SO,MEP2 TOR yeast,AGP1 TOR yeast,RPL19A TOR yeast,CIT2 TOR yeast,VLA-4 inh,LAP4-GFP MLPCN
Cn1cnc2c1c(=O)n(Cc1cccc(Br)c1)c(=O)n2C,0,90,105,103,97,101,22,107
Cc1ccc(Cl)cc1NC(=O)c1cc(NC(=O)CCCC(=O)O)ccc1N1CCCCC1,7,95,105,109,107,108,4,113
CCOC(=O)C(C(=O)NCc1ccc(F)cc1)c1ncc(C(F)(F)F)cc1Cl (stereo unspecified),1,95,102,93,94,95,2,95
CCCc1cc(C(=O)NC(C)C2CCCO2)cs1 (stereo unspecified),2,102,99,99,102,105,-11,100
CCOc1ccccc1CN1CCNC(=O)C1CC(=O)NCc1nc(C)cs1 (stereo unspecified),0,85,100,91,102,92,10,83
O=C(O)c1cc(NCc2ccccc2)ccc1N1CCOCC1,1,96,117,105,100,113,1,105
O=C(c1cc(Cl)cc(Cl)c1)N1CCN(c2cc(C(F)(F)F)nc3ccccc23)CC1,2,88,93,107,99,91,15,107
CC(C)[C@H](NC(=O)[C@@H]1Cc2c([nH]c3ccccc23)C2c3ccccc3C(=O)N21)C(=O)N1CCC[C@@H]1C(=O)O (stereo partly specified),0,97,102,101,99,100,23,101
CC1CC(C)CN(C(=O)c2ccc3nc[nH]c3c2)C1 (stereo unspecified),0,83,103,102,99,95,2,99
O=C(CCNS(=O)(=O)c1cccs1)N1CCN(c2cccc(Cl)c2)CC1,3,112,96,103,100,103,8,100
CCN(CC)S(=O)(=O)c1ccc2c(c1)nc(SCC(N)=O)n2-c1ccc(OC)cc1,2,109,108,102,.,93,32,110
COc1ccc(-n2c(SCC(=O)Nc3ccccc3OC)nc(O)c(Cc3ccccc3)c2=O)cc1,4,113,83,78,87,86,4,88
Cc1ccc(NC(=O)C2CCN(S(=O)(=O)c3ccc4[nH]c(=O)oc4c3)CC2)cc1F,1,129,96,98,100,103,28,92
Cc1ccccc1NC(=O)CSc1nn2c(=O)c(C)nnc2s1,0,95,101,94,92,88,11,97

# Seven records drawn at random from those above, as already listed:
SMILES,GRK2 aptamer HTS,CR mimetic SO,MEP2 TOR yeast,AGP1 TOR yeast,RPL19A TOR yeast,CIT2 TOR yeast,VLA-4 inh,LAP4-GFP MLPCN
O=C(CCNS(=O)(=O)c1cccs1)N1CCN(c2cccc(Cl)c2)CC1,3,112,96,103,100,103,8,100
Cc1ccc(NC(=O)C2CCN(S(=O)(=O)c3ccc4[nH]c(=O)oc4c3)CC2)cc1F,1,129,96,98,100,103,28,92
CC(C)[C@H](NC(=O)[C@@H]1Cc2c([nH]c3ccccc23)C2c3ccccc3C(=O)N21)C(=O)N1CCC[C@@H]1C(=O)O (stereo partly specified),0,97,102,101,99,100,23,101
CCOc1ccccc1CN1CCNC(=O)C1CC(=O)NCc1nc(C)cs1 (stereo unspecified),0,85,100,91,102,92,10,83
CC1CC(C)CN(C(=O)c2ccc3nc[nH]c3c2)C1 (stereo unspecified),0,83,103,102,99,95,2,99
O=C(O)c1cc(NCc2ccccc2)ccc1N1CCOCC1,1,96,117,105,100,113,1,105
Cn1cnc2c1c(=O)n(Cc1cccc(Br)c1)c(=O)n2C,0,90,105,103,97,101,22,107

# Screening results from PubChem.

# The order is random; about 1.7% have a hit in one of these screens.
